Compound activity from PubChem.
Anthrax LF inh2: Bacillus anthracis LF protease inhibitors, primary screen, biochemical, multiplex microsphere, MLPCN library; inhibition, % at 10 µM; multiplex microsphere protease cleavage assay; 360,000 compounds, 0.12% hits; Lethal factor (Bacillus anthracis), P15917; also: plate controls were buffer without enzyme for full effect and enzyme alone for no effect
VHR inh abs: VHR1 phosphatase inhibitors, primary screen, biochemical, absorbance, uHTS | Dual specificity protein phosphatase 3 (Homo sapiens), P51452 | recombinant VHR phosphatase, pNPP absorbance | inhibition, % at 13.3 µM | 290,000 compounds, 0.52% hits | AID 1654, 2009; in the data active = inhibition above about 50%; also: some compounds called inactive have numbers as strong as hits
Target sequence (P51452 whole entry, looked up): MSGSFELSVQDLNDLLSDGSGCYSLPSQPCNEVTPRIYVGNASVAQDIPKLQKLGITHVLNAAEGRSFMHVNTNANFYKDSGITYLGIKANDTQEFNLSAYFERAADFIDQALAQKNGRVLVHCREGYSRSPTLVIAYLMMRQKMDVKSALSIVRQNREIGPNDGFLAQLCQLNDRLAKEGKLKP
PrPC surface inh: inhibitors of human cell surface prion protein PrPC, primary screen, cell-based, TR-FRET; TR-FRET read-out; inhibition, % at 13.8 µM; 370,000 compounds, 0.43% hits; AID 720596, 2013; in the data active = inhibition above about 24%; also: 0% = median of the test wells and 100% = reference compound wells
PriA SSB inh: inhibitors of Klebsiella pneumoniae PriA binding to SSB C-terminal tail, primary screen, biochemical, AlphaScreen | PriA–SSB C-terminal tail interaction (Klebsiella pneumoniae) | AlphaScreen SSBct-PriA binding, biotinylated peptide | inhibition, % at 33 µM | 430,000 compounds, 0.6% hits; in the data active = inhibition mostly above about 37%, no sharp cut-off; inactive = mostly below about 20%;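 also: plate controls were negative control peptide for no effect and reference peptide for full effect; strong numbers were not always called active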
BoNT-A LC inh2: BoNT/A light chain protease inhibitors, primary screen, biochemical, flow cytometry, MLPCN library; Botulinum neurotoxin type A light chain protease (Clostridium botulinum A str. ATCC 3502); multiplex microsphere protease substrate cleavage; inhibition, % at 10 µM; 360,000 compounds, 0.17% hits; AID 588499, 2011; also: plate controls were buffer without enzyme for full effect and enzyme alone for no effect
3CLpro inhibitor: SARS-CoV 3CLpro protease inhibitors, primary screen, biochemical, quenched FRET; Replicase polyprotein 1ab (Severe acute respiratory syndrome coronavirus), P0C6X7; 290,000 compounds, 0.14% hits; inhibition, % at 6 µM; recombinant SARS-CoV 3CLpro, quenched FRET peptide cleavage; AID 1706, 2009; in the data active = inhibition above about 12%
Rv3671c inh: Rv3671c serine protease inhibitors, primary screen, biochemical, fluorescence polarization, M. tuberculosis H37Rv; inhibition, % at 5.96 µM; P9WHR9; 320,000 compounds, 0.048% hits; in the data active = inhibition above about 38%;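 also: extracellular domain of Rv3671c used as enzyme; 0% = enzyme with DMSO and 100% = no enzyme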
Target sequence (P9WHR9 whole entry, looked up, the tested form may be a part): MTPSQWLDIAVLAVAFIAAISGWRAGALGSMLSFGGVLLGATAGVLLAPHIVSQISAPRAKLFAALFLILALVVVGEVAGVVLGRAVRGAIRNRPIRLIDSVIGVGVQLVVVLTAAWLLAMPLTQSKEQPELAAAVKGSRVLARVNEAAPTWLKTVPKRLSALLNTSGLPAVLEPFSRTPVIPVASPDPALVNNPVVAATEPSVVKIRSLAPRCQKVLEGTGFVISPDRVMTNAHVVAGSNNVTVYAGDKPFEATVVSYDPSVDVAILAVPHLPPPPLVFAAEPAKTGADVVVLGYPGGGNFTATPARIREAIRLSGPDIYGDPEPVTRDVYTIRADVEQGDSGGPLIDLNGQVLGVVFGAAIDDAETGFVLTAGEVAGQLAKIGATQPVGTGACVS
MazF activator: activators of E. coli MazEF toxin-antitoxin RNase, primary screen, biochemical, fluorescence, uHTS | 350,000 compounds, 0.32% hits | FAM/BHQ RNA-DNA oligo cleavage fluorescence, 5 h | AID 504720, 2011 | activation, % at 20 µM | Endoribonuclease toxin MazF (Escherichia coli (strain K12)), P0AE70; in the data active = activation above about 50%
Target sequence (P0AE70 whole entry, looked up): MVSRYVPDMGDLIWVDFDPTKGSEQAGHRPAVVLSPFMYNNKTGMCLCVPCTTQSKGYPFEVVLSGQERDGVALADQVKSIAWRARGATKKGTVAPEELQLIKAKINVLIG
BoNT-F LC inh: BoNT/F light chain protease inhibitors, primary screen, biochemical, flow cytometry, MLPCN library | Botulinum neurotoxin type F light chain protease (Clostridium botulinum) | Multiplex microsphere protease cleavage assay | inhibition, % at 10 µM | 360,000 compounds, 0.22% hits | AID 588497, 2011; in the data active = inhibition above about 35%, passing the limit was not always enough; inconclusive = no clear call, values can overlap the other calls; also: plate controls were buffer without enzyme for full effect and enzyme alone for no effect
CCHFV vOTU inh: CCHFV vOTU protease inhibitors, primary screen, biochemical, Pep-AMC substrate, fluorescence. inhibition, % at 11.5 µM. 370,000 compounds, 0.55% hits. AID 651958, 2012; in the data active = inhibition above about 30%; also: 0% = vehicle wells with enzyme and 100% = no enzyme wells
Active calls of the source: *; ? = inconclusive; . = not tested or not shown; & = joins results of further samples. Rule as the data show it, unless noted: active = inhibition above about 30%; inconclusive = no clear call, values can overlap the other calls; inactive = below that. Some of the compounds tested (hit frequency here may not be typical).

SMILES,Anthrax LF inh2,VHR inh abs,PrPC surface inh,PriA SSB inh,BoNT-A LC inh2,3CLpro inhibitor,Rv3671c inh,MazF activator,BoNT-F LC inh,CCHFV vOTU inh
O=C1CC(SC(=Nc2ccccc2)Nc2ccccc2)C(=O)N1c1cccc2ccccc12 (configuration not stated),-4,-7,-7,4,-0.5,-10,-1,-14,-1,-12
N#CCCN(NC1=NS(=O)(=O)c2ccccc21)C(=O)c1ccccc1Br,-15,.,.,-3,-2.0,4,-7,-10,12,.
COc1ccc(CNC(=O)CN2C(=O)COc3ccc(S(=O)(=O)N4CCCC4)cc32)cc1,2,-2,-13,-6,53*,-1,2,0,-2,21
O=C(O)C1CSC(CCc2ccccc2)N1 (configuration not stated),-4,6,-3,0,-0.2,-1,-11,4,-8,-1
COc1ccc(CN2CCC(N(CCc3ccccc3)Cc3ccccc3)CC2)c(OC)c1,-3,4,1,20,1.1,6,5,10,9,6
COc1ccc(C(=O)N2CCN(c3cccc(Cl)c3)CC2)c(OC)c1,-4,-2,6,-17,0.3,6,3,3,0,10
CC(C)CSc1ncc(-c2cccc(C(F)(F)F)c2)cn1,2,17,6,-59,?,3,-5,-11,0,4
C/C(=N\NC(=O)c1cc(-c2cccc([N+](=O)[O-])c2)n[nH]1)c1ccc(F)cc1,.,1,-7,.,.,-1,-6,16,.,0
Cc1cccc(/C(N)=N/OC(=O)Cc2cccc3ccccc23)c1,3,11,-3,.,-0.1,3,-8,2,-10,5
O=C(N/N=C/c1c[nH]c2ccc(Br)cc12)c1ccn(Cc2ccc(Cl)cc2Cl)n1,-1,27,-2,.,-0.2,5,-21,3,-1,5
COc1ccc(Cc2nc(C(=O)NCc3ccccc3OC)cs2)cc1,-4,23,11,-23,0.1,-1,1,-10,-4,9
Cc1nn(-c2ccc(F)cc2)c2nc(N)c(C#N)c(-c3cccs3)c12,-1,13,6,-14,1.3,2,-9,45,0,-2
O=S(=O)(c1ccccc1)N1CCNc2ccccc21,3,.,12,4,0.2,.,.,13,4,-7
COC(=O)c1ccc(-n2nnnc2SCC(=O)Nc2ccccc2OC)cc1,-2,14,1,-3,-0.2,0,-7,1,-2,-8
CCc1ccccc1NC(=O)N1CCc2ccccc21,-4,8,-5,-9,-0.6,-1,-7,8,1,-6
O=C(N/N=C/c1cccc(Oc2ccccc2)c1)c1cccc(Br)c1,-5,27,22,.,0.4,3,-103,1,-3,-12
COCCn1nnnc1C(c1ccc(OC)c(OC)c1)N1CCN(c2nc3ccccc3s2)CC1 (configuration not stated),-2,10,-3,4,-0.4,-6,-1,-37,-14,0
O=C(NCc1ccccn1)C(=O)NCc1ccccn1,-2,15,0,-15,0.3,3,9,6,4,-12
Cc1cc(C)c(C(=O)CSc2n[nH]c(=O)n2C2CC2)cc1C,-6,26,3,-7,-0.6,2,0,1,-4,-1
CCC(C(=O)Nc1ccc(N2CCOCC2)c(S(=O)(=O)Nc2ccccc2OC)c1)c1ccccc1 (configuration not stated),3,.,-6,-10,-0.2,.,-57,-2,-5,-2
Clc1ccc(-c2nnc(-c3ccco3)nc2N2CCCCC2)cc1,0,11,2,11,4.7,-1,-11,4,-2,6
O=C(NCCc1ccc(C(F)(F)F)cc1)C1CCC(=O)N(C2CC2)C1 (configuration not stated),0,28,-7,3,0.4,2,-6,1,-1,14
Cc1cc(Nc2ccccc2)nn1C(=O)c1ccc(Br)cc1,-3,15,4,-9,0.8,2,8,1,-8,0
OC(c1ccc(F)cc1)(C1CCCCC1)C(CN1CCOCC1)c1ccccc1 (configuration not stated),2,2,-4,10,0.0,-5,-6,-8,-8,-8
CCOC(=O)c1c(-c2ccccc2)csc1NC(=O)c1cc2ccccc2oc1=O,2,-3,-1,-3,0.1,-4,0,-3,4,5
O=C1c2ccccc2C(O)(Cc2ccccc2)N1c1ccc2c(c1)OCO2 (configuration not stated),-5,-1,-4,5,0.3,3,-5,-2,-17,-13
CCOC(=O)c1c(-c2ccc(Cl)cc2)cn2ccccc12,1,24,2,-7,0.3,0,-2,3,8,-6
CCc1nc2ccc(C(=O)Nc3cccc(C(C)=O)c3)cc2nc1CC,2,26,1,-7,1.2,3,-3,1,1,12
Cc1c([N+](=O)[O-])c(C(=O)N2CCCC2)nn1C,-12,16,-5,4,1.1,4,-1,5,-1,5
CCCCn1c(N)c(N(CCOC)C(=O)C2CCN(S(=O)(=O)c3ccc(C)cc3)CC2)c(=O)[nH]c1=O,?,.,3,-8,-2.1,.,9,0,?,0
COc1cc(OC)cc(C(=O)N2CCC(C(=O)NCCc3ccccc3)CC2)c1,-3,18,6,-3,-2.5,3,14,14,-4,-5
O=C(COC(=O)CN1C(=O)C2CC=CCC2C1=O)Nc1cccc([N+](=O)[O-])c1 (configuration not stated),-2,.,-9,.,-0.4,.,.,0,8,10
CCN1CCCC1CN=Cc1c(O)n(-c2ccccc2)c(=O)c2ccccc12 (configuration not stated),4,6,-8,1,?,0,0,-15,4,-22
CC(C)C(=O)Nc1c(-c2cccs2)c(=O)c2ccccc2n1C,-4,25,-1,-11,-0.7,3,3,8,-8,11
COc1cccc(S(=O)(=O)Nc2noc3ccccc23)c1,-14,.,3,5,-0.1,-7,-5,-16,8,-5
COc1ccc(OC)c(NC(=O)CCN2CCN(C/C=C/c3ccccc3)CC2)c1,11,1,-18,8,-1.5,-3,4,1,-40,-10
O=CN1CCN(C(=O)Cc2ccc([N+](=O)[O-])cc2)CC1,0,-10,1,-2,-0.3,2,5,2,-3,-1
Cc1noc(C)c1CS(=O)(=O)c1ccc([N+](=O)[O-])cc1,-6,18,-53,6,-0.3,3,-10,5,-6,-6
CCOC(=O)C1CCN(C(=O)/C=C/c2ccccc2OC)CC1,1,6,1,-5,-0.4,-1,-3,4,-2,9
NC(=O)c1c(NC(=O)COC(=O)c2ccc(S(=O)(=O)Nc3ccccc3)cc2)sc2c1CCCC2,-4,34,-9,0,-0.6,1,-26,-22,-7,-6
C[C@H](O)[C@@H]1C(=O)N2CCc3c([nH]c4ccccc34)[C@@H]2C[C@@H]1N(C)C(=O)c1cc(Cl)cc(Cl)c1,-4,.,-10,.,-0.5,.,.,.,-2,-9
Cc1ccccc1NS(=O)(=O)c1ccc(-c2ccc(=O)[nH]n2)o1,-4,-8,5,-6,-1.7,-3,0,-2,-5,2
CC(=O)NS(=O)(=O)c1ccc(NC(=O)c2ccccn2)cc1,-1,15,-2,-8,0.4,0,15,9,-3,12
CCN(CC)c1ccc(S(=O)(=O)N2CCOCC2)cc1NC(=O)CSC(=S)N1CCCC1,0,8,4,5,-2.1,11,9,3,-5,2
Cc1cc(C)n(-c2nc3ccccc3n3nnnc23)n1,-4,-4,-7,0,0.7,4,-2,19,?,6
O=C(NCc1cccc(C(F)(F)F)c1)C1CC(c2ccc(C(F)(F)F)cc2)=NO1 (configuration not stated),-2,7,1,0,-0.4,.,4,-1,-2,27
COc1cc(/C=C/C(=O)O)cc2c1OCCO2,-9,5,0,-6,-1.0,2,0,6,-2,1
O=S(=O)(Cc1nnnn1-c1ccccc1)c1ccc(F)cc1,-1,30,6,-16,-0.2,0,-2,-1,2,-6
Cc1ccc(/C=N/NC(=O)c2csc(C)c2)o1,0,4,1,.,-0.3,1,-3,-8,-4,7
Cc1cn([C@H]2C[C@H](O)[C@@H](CNCc3ccccc3OCCCN3CCOCC3)O2)c(=O)[nH]c1=O,-4,.,3,.,-0.5,.,.,9,-6,7

Random excerpt: 2 compounds from above.
SMILES,Anthrax LF inh2,VHR inh abs,PrPC surface inh,PriA SSB inh,BoNT-A LC inh2,3CLpro inhibitor,Rv3671c inh,MazF activator,BoNT-F LC inh,CCHFV vOTU inh
O=C(NCc1cccc(C(F)(F)F)c1)C1CC(c2ccc(C(F)(F)F)cc2)=NO1 (configuration not stated),-2,7,1,0,-0.4,.,4,-1,-2,27
NC(=O)c1c(NC(=O)COC(=O)c2ccc(S(=O)(=O)Nc3ccccc3)cc2)sc2c1CCCC2,-4,34,-9,0,-0.6,1,-26,-22,-7,-6

(further entries)
SMILES,Anthrax LF inh2,VHR inh abs,PrPC surface inh,PriA SSB inh,BoNT-A LC inh2,3CLpro inhibitor,Rv3671c inh,MazF activator,BoNT-F LC inh,CCHFV vOTU inh
O=C(CSc1nc2ccccc2n1CCc1ccccc1)NC1CC1,-1,-4,3,-14,0.8,0,-11,14,-4,-15
Cc1nonc1NC(=O)CSc1nnc(-c2ccoc2C)n1-c1cccc(Cl)c1,4,0,-4,8,-0.6,3,-4,1,5,5
CC(C(=O)NC1CCCCCC1)n1cc([N+](=O)[O-])cn1 (configuration not stated),2,14,4,-2,-1.0,-4,3,7,-12,-2
CCc1cc2c(=O)c(-c3cnn(-c4ccccc4)c3)c(C)oc2c(CN2CCCCC2)c1O,-6,45,-1,6,0.4,-3,-8,2,1,-7
O=C(O)c1ccc(NC(=O)c2ccccc2Br)c(NC(=O)c2ccccc2Br)c1,-4,5,2,-7,-0.9,-7,-1,3,14,7
CCN(CC)C(=O)c1c(Cl)nc(C)c([N+](=O)[O-])c1C,-1,34,-2,-12,0.7,5,-7,1,-5,-4
COC(=O)c1c(C(=O)OC)c2ccccn2c1C(=O)c1ccc([N+](=O)[O-])cc1,-3,-12,-43,6,2.7,0,5,5,-10,4
CCOC(=O)N1CCN(C(=O)CSc2nnc(Cn3c(=O)sc4ccccc43)n2C)CC1,-3,14,-3,3&-11,-0.5,1,9,3,-1,6
Cc1ccc(NC(=O)CN(c2ccc3c(c2)OCO3)S(=O)(=O)c2c(C)n[nH]c2C)cc1,-2,-5,-1,6,-0.2,-3,4,15,-1,-3
COc1ccc(-c2nnn(Cc3nc(N)nc(N4CCCCC4)n3)n2)cc1,2,23,7,-7,-0.6,-1,-1,-4,8,1
C=CCSc1nc(N)c(C#N)c(-c2ccccc2)c1C#N,-2,22,51*,-11,4.3,3,-3,-13,5,4
Cn1c(=O)c2[nH]c(Nc3ccccc3)nc2n(C)c1=O,0,0,1,-7,1.4,2,3,-3,0,9
CCc1nc(SCC(=O)N2c3ccccc3Sc3ccccc32)c2ccccc2n1,-12,25,46*,-11,0.1,-5,-3,-9,1,-4
COc1ccc(-c2ccc([C@H]3[C@H]4C=CC[C@@H](C)[C@@H]4C(=O)N3Cc3ccccc3)c(F)c2)cc1OC,-3,4,-7,-16,-0.4,.,-17,1,-1,16
COc1ccccc1N1CCN(C(=O)C(=O)c2c(C)n(C)c3ccccc23)CC1,1,10,3,8,-0.3,1,-13,-2,0,2
FC(F)Oc1ccc(NC(=S)NC2CCSc3ccccc32)cc1 (configuration not stated),-5,5,10,6,1.4,2,.,9,4,11
C#CCN(C(=O)c1cc(COc2ccc(C)c(C)c2)on1)C1CCCCC1,-1,23,3,-13,-0.6,0,-6,-4,-8,19

A run of entries taken from the entries so far, for reference:
SMILES,Anthrax LF inh2,VHR inh abs,PrPC surface inh,PriA SSB inh,BoNT-A LC inh2,3CLpro inhibitor,Rv3671c inh,MazF activator,BoNT-F LC inh,CCHFV vOTU inh
CC(C(=O)NC1CCCCCC1)n1cc([N+](=O)[O-])cn1 (configuration not stated),2,14,4,-2,-1.0,-4,3,7,-12,-2
CCc1cc2c(=O)c(-c3cnn(-c4ccccc4)c3)c(C)oc2c(CN2CCCCC2)c1O,-6,45,-1,6,0.4,-3,-8,2,1,-7
